Compound activity deposited in PubChem by National Center for Advancing Translational Sciences (NCATS).
CBFb RUNX1 block – qHTS Assay for Compounds Blocking the Interaction Between CBF-beta and RUNX1 for the Treatment of Acute Myeloid Leukemia; Runt-related transcription factor 1 (Homo sapiens) + Core-binding factor subunit beta …; AlphaScreen CBFb-His/RUNX1-biotin binding, biochemical; 230,000 tested, under 10 active; Potency, µM (series often up to 59.8 µM), for the others: at the highest dose activity, negative = inhibition, usual class: inhibitors; AID 1477, 2009; further: % of control where 0% means no effect
Target sequence (Q01196 whole entry, looked up): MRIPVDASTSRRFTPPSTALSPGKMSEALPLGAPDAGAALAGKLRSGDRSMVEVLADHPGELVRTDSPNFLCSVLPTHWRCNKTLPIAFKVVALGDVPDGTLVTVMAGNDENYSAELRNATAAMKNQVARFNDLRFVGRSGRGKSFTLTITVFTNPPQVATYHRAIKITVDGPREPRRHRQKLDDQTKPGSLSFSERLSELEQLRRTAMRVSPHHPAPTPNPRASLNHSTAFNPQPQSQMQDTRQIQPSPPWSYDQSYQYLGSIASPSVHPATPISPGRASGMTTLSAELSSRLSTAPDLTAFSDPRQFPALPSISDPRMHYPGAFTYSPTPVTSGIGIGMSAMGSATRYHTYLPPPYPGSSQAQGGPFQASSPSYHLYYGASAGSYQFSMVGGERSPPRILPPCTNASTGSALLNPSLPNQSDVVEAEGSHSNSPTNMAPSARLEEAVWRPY
Target sequence (Q13951 whole entry, looked up): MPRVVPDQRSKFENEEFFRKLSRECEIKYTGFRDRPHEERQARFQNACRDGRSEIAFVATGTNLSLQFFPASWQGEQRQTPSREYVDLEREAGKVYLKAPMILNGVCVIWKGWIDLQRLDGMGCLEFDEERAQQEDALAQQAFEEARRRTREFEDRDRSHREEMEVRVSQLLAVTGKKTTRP
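Bead-based AlphaScreen assay; binding partners His-tagged CBF-beta and biotinylated RUNX1 at 30 nM each. Compound exposure 15 min after a 20-min protein preincubation; bead step 90 min; all steps at room temperature.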
HTT ATP protect – qHTS Multiplex Assay to Identify Dual Action Probes in a Cell Model of Huntington: Cytoprotection (ATP); PC12 HTT-Q103 induced, cytoprotection, ATP luminescence, 40 h; Potency, µM (doses to about 56.4 µM), without a hit: cytoprotection (ATP increase), actives largely listed as activators; hit rate 0.14% among 230,000;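 further: potency means the concentration at half of the fitted maximal effect; % of control where 0% means no effect; nearly all actives have a fitted effect of over 45% in size; toxic huntingtin expression switched on by the ecdysone agonist tebufenozide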
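Compounds were screened for protection of PC12 cells against cell death after tebufenozide induction (100 nM final) of mutant Huntingtin exon 1 (Q103) fused to GFP.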
GAA glycogen mod – qHTS Assay for Inhibitors and Activators of Human alpha-Glucosidase Cleavage of Glycogen; recombinant GAA, glycogen substrate, Amplex Red glucose oxidase fluorescence; Potency, µM (titrated, usually from 76.4 µM), without a hit: at the highest dose activity change, negative = inhibition, hits mostly inhibitors; hit rate 0.38% among 300,000; AID 2100, 2009;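 further: potency means the concentration at half of the fitted maximal effect; 0% = full enzyme reaction and -100% = no-enzyme basal signal; the screen sought inhibitors and activators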
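Recombinant human alpha-glucosidase (4 nM final) hydrolysed bovine liver glycogen (30 ug) for 40 min at 37 C in pH 5.0 citrate/phosphate with 0.01% Tween-20. Released glucose detected by glucose oxidase/Amplex Red, Ex 573/Em 610 nm. Compounds up to 77 uM; AC50 from Hill fits.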
aGlu spleen mod – qHTS Assay for Inhibitors and Activators of Human alpha-Glucosidase From Spleen Homogenate; Lysosomal alpha-glucosidase (Homo sapiens), P10253; Potency, µM (top dose mostly 79.9 µM), for the others: top-dose activity change, negative = inhibition, usual class: inhibitors; human spleen homogenate, 4-MU-alpha-glucoside fluorescence; hit rate 0.006% among 240,000; AID 2112, 2009;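 further: potency means the concentration at half of the fitted maximal effect; 0% = enzyme with vehicle and -100% = no enzyme basal signal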
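Human spleen homogenate (1 ug) with 4-methylumbelliferyl-alpha-D-glucopyranoside (1 mM final) in 50 mM citrate/phosphate pH 5.0, 0.01% Tween-20; 40 min at 37 C. Stopped at pH 10; 4-MU fluorescence Ex 365/Em 440 nm; AC50 by Hill fit.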
GAA inhib – qHTS Assay for Inhibitors of Human alpha-Glucosidase as a Potential Chaperone Treatment of Pompe Disease; hit rate 0.005% among 200,000; AID 1466, 2008; Potency, µM (top dose mostly 76.9 µM), for the others: top-dose activity change, negative = inhibition, actives largely listed as inhibitors; Lysosomal alpha-glucosidase (Homo sapiens), P10253; purified human GAA, 4-MU-alpha-glucoside fluorescence;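 further: potency means the concentration at half of the fitted maximal effect; plate controls were uninhibited enzyme wells for no effect and no-enzyme background for full effect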
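Fluorogenic assay: 4 nM human alpha-glucosidase with 400 uM 4-methylumbelliferyl-alpha-D-pyranoside in 50 mM citrate/phosphate, 0.005% Tween-20, pH 5.0, 20 min at room temperature. Compounds tested up to 77 uM; AC50 from Hill fits.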
HTT aggregate – qHTS Multiplex Assay to Identify Dual Action Probes in a Cell Model of Huntington: Aggregate Formation (GFP) | AID 1688, 2009 | hit rate 1.1% among 220,000 | PC12 HttQ103-GFP aggregates, Acumen cytometry, 40 h | Potency, µM (doses to about 46.1 µM), without a hit: at the highest dose activity change, negative = inhibition, most hits filed as inhibitors; further: potency means the concentration at half of the fitted maximal effect; on the % scale 0 is the no-effect control and ±100 the full control effect; nearly all actives have a fitted effect of over 60% in size
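Inducible Q103 Huntingtin exon 1–GFP PC12 line, 1500 cells/well in phenol red free DMEM with 5% equine and 5% calf serum. Tebufenozide 100 nM induced expression; compounds titrated; aggregates quantified by cytometry.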
Lamin A splicing – qHTS Assay for Modulators of Lamin A Splicing | HeLa LMNA splicing GFP/RFP minigene ratio, 48 h | Potency, µM (series often up to 46.1 µM), for inactives: at the top dose ratio change, negative = inhibition, actives largely listed as inhibitors | hit rate 0.01% among 200,000; active means well fitted inhibition curve with a large enough effect in the signal ratio, with a control signal flat, not every such curve was filed as active; inconclusive means small, poorly fitted or top-dose-only effect, or effect the other way, or a change in a side signal; the % refers to the signal ratio; further: potency means the concentration at half of the fitted maximal effect; on the % scale 0 is the no-effect control and ±100 the full control effect
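S3 HeLa stable clones carrying a lamin A-EGFP splicing minigene plus DsRed2 were seeded at 600 cells/well in Opti-MEM with 2% FBS, pin-dosed and incubated 48 h at 37°C. Acumen cytometry (488 nm) gave the GFP/RFP total-intensity ratio.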
* marks the source's active call; other numbers are inactive results; ? = inconclusive; / = no result given; & = joins results of further samples; [ ] = dose if it differs, or a comment. Unless noted, the call rests on the fitted dose curve; in most records, active means well fitted curve in the direction sought with a large enough effect; inconclusive means small, poorly fitted or top-dose-only effect, or another doubt; inactive means no such curve, though single readings can be large; an effect the other way counts as inactive or inconclusive. An unsorted share of the library. About 1.5% of those tested had a hit in this group.

Structure | CBFb RUNX1 block | HTT ATP protect | GAA glycogen mod | aGlu spleen mod | GAA inhib | HTT aggregate | Lamin A splicing
O=c1c2c(-c3ccc([N+](=O)[O-])cc3)csc2nc2n1CCC2 | 4% | -18%[1.9 µM] | -14% | 4% | -10% | -20% | 15%
CCCCN(C)Cc1c(C)[nH]c2ccc(OCC)cc2c1=O | -5% | 3% | -8% | -1% | 1% | -10% | -6%
O=C1c2ccccc2C(=O)N1Nc1ccccc1 | -7% | -45%[inhibitor] | -15% | -9% | -12% | 14% | 8%
CC(=O)Oc1ccc2c(=O)c(Oc3ccccc3)c(C)oc2c1OC(C)=O | 1% | 15%[10 µM] | 3.5µM* | -9% | -1% | 32% | ?
CC(C)CCN1C(=O)c2ccccc2C1C(=O)NCc1cccnc1 (stereo not drawn) | 0% | -4% | 4% | 6% | 5% | 22%[9.22 µM] | 9%
Cc1ccc(C(=O)C2CCN(CC(=O)Nc3ccc4c(c3)OCCO4)CC2)cc1 | -2% | 4%[10 µM] | 2% | -4% | -8% | 3% | -6%
N/C(=N\c1nc(CSc2ccc(Cl)cc2)cc(=O)[nH]1)Nc1ccccc1C(F)(F)F | 6% | 12%[10 µM] | -11% | -4% | -4% | 16%[9.22 µM] | /
CC(C)CNC(=O)CSc1nnc(-c2ccc(Cl)cc2)n1N | 2% | 20%[10 µM] | 10% | 1% | 1% | 10% | ?
O=C(COc1ccccc1)NNC(=S)NC(=O)c1ccccc1 | 6% | -42%[inhibitor] | -10% | 2% | 11% | -14% | -17%[46 µM]
CCC(=O)Nc1nnc(-c2ccccn2)o1 | ? | 31%[10 µM] | -2% | -8% | 3% | -12% | -16%
Cc1nc2ccc(NC(=O)c3ccc(F)c(S(=O)(=O)N4CCOCC4)c3)cc2s1 | -2% | -133%[inhibitor] | -12% | 1% | 1% | ? | ?
COc1ccc(S(=O)(=O)NNC(=O)C(=O)NNc2ccccn2)cc1 | ? | 11%[10 µM] | ? | -1% | 7%[15.4 µM] | 17%[9.22 µM] | /
Cc1ccc(S(=O)(=O)Nc2nc3ccccc3s2)cc1[N+](=O)[O-] | 3% | 15%[10 µM] | 2% | -5% | 0% | 9%[9.22 µM] | 17%[46 µM]
CCC(=O)Nc1cc2nn(-c3ccc(C)cc3)nc2cc1C | 2% | -47%[inhibitor][10 µM] | -5% | -9% | 2% | 1% | -13%[46 µM]
CCOc1ccc(NC(=O)CC(c2ccccc2)c2ccc(F)cc2)cc1 (stereo not drawn) | 1% | -6%[10 µM] | 12% | -18% | -4% | 6% | -1%
CCC(=O)Nc1nnc(SCc2cccc(F)c2)s1 | 3% | -28% | 23% | -4% | 9% | 29% | -5%[46 µM]
Cc1ccsc1/C=N/NC(=O)c1sccc1C | -5% | -19% | 2% | -1% | -3% | -11% | 10%
COC(=O)NC(/C(C(=O)OC)=C(\C)NCc1ccccc1)c1ccco1 (stereo not drawn) | 5%[13.1 µM] | -11%[10 µM] | / | -11%[17.4 µM] | / | / | /
CCN(CC)CC(=O)Nc1c(C)cc(C(C)(C)C)cc1C | -4% | -8% | 7% | -4% | -6% | -15% | 9%
C=C1CCN([C@@H](C)C(=O)NCc2ccc(OC)cc2)S(=O)(=O)c2ccccc21 | 14% | -10%[10 µM] | 7% | 1% | / | -11%[9.22 µM] | /
Cc1cc(C(=O)OCC(=O)NCc2ccco2)c(C)n1-c1ccccc1 | ? | -84%[inhibitor] | 0% | -4% | 0% | -5% | ?
O=C(N/N=C/c1cccc([N+](=O)[O-])c1)c1ccc(CN2CCOCC2)cc1 | -4% | 8%[10 µM] | 10% | -2% | -2% | 6% | -8%
Cc1cc(C)nc(SC2CCCCC2NS(=O)(=O)c2ccc(Cl)cc2)n1 (stereo not drawn) | -3% | -3%[10 µM] | -3% | -3% | ? | 4% | ?
COc1cccc(CNC(=O)c2ccc(NC(=O)C3CCCO3)cc2)c1 (stereo not drawn) | 7% | 6%[1.9 µM] | -2% | -3% | -5% | -3% | 0%
COc1ccccc1C1CC(c2ccccc2)Nc2ncnn21 (stereo not drawn) | 6% | -15%[0.074 µM] | -2% | 3% | -4% | 13% | 10%
COc1ccc(S(=O)(=O)N2C(=O)/C(=C3\SC(N)=NC3=O)c3ccccc32)cc1 | -6% | 10%[10 µM] | 5% | 0% | / | 3%[9.22 µM] | /
COCCSc1nnc(NC(=O)c2ccc(OC)c([N+](=O)[O-])c2)s1 | 13% | 2% | 0% | -8% | 1% | 5% | /
COc1ccc(OC)c(S(=O)(=O)N2CCC(C(=O)Nc3cccc(C)c3)CC2)c1 | 0% | -21% | 4% | 1% | -2% | -9% | -11%
CCNS(=O)(=O)c1ccc(NC(=O)c2ccccc2)cc1 | -1% | -9% | 0% | -2% | -13% | -2% | ?
CCC(C)NS(=O)(=O)c1ccc(S(=O)(=O)N(CC(=O)Nc2ccccc2)Cc2ccco2)cc1 (stereo not drawn) | -17% | -11% | -4% | -5% | -16% | 25% | ?

An excerpt from above, reduced to Lamin A splicing.
Structure | Lamin A splicing
O=C(COc1ccccc1)NNC(=S)NC(=O)c1ccccc1 | -17%[46 µM]
CCC(=O)Nc1nnc(-c2ccccn2)o1 | -16%

(next part)
Structure | CBFb RUNX1 block | HTT ATP protect | GAA glycogen mod | aGlu spleen mod | GAA inhib | HTT aggregate | Lamin A splicing
COc1cccc(C(=O)c2c[nH]c(C(=O)NCCCN(C)C)c2)c1 | 0% | -26% | 4% | 8% | 9% | 1%[9.22 µM] | /
COCCCNS(=O)(=O)c1ccc2c(c1)CCN2C(C)=O | 3% | -3% | 5% | 2% | 0% | -8% | 6%
CC(C)CN(CC(C)C)S(=O)(=O)N1CCC(C(=O)NCc2ccccn2)CC1 | 2% | -17% | 1% | -7% | 0% | -17% | 19%
C/C(=N\NC(=O)C(N)=O)c1ccc(NC(=O)c2cccs2)cc1 | 5% | / | 10% | -2% | 3% | / | ?
O=C(CNS(=O)(=O)c1cccc2nonc12)NCc1ccc(F)cc1 | 3% | -7% | 2% | 5% | -11% | -4% | -5%
CC(C)(S)[C@@H](N)C(=O)O | ? | ? | 2% | 9%&6% | 2%[15.4 µM] | 19%&7% | 6%&-11%
CCCNC(=O)CCC(NS(=O)(=O)c1ccc(C)cc1)C(=O)NCCC (stereo not drawn) | 3% | 2% | -6% | -10% | 3% | -13% | 3%
CC(/C=N/n1c(-c2ccco2)n[nH]c1=S)=C\c1ccccc1 | 0% | 28%[10 µM] | -28% | -15% | 4% | -9% | 2%
COC1=C2C[C@H](C)C[C@H](OC)[C@H](O)[C@@H](C)/C=C(/C)[C@H](OC(N)=O)[C@@H](OC)/C=C\C=C(\C)C(=O)NC(=CC1=O)C2=O | -1% | -72%[inhibitor] | / | 9% | / | / | /
COc1ccccc1-c1nc(N2CCOCC2)c2ccccc2n1 | / | -43%[inhibitor] | / | -2% | / | / | 1%
COc1cccc(C2(O)CCN(C(=O)C3CC3)CC2)c1 | 1% | -14% | 7% | -2% | -10% | -10% | 15%
COc1ccc(C(C(N)=O)c2ncc(C(F)(F)F)cc2Cl)cc1OC (stereo not drawn) | 0% | -27% | -1% | 2% | 8% | -7% | 1%[46 µM]
Cc1cccc(N2CCN(C(=O)c3cccc(N4C(=O)C5CC=CC(C)C5C4=O)c3)CC2)c1C (stereo not drawn) | -6% | 2% | -4% | -3% | 1% | ? | -5%
CCC(=O)Nc1ccc(-c2nnc(-c3ccccc3)o2)cc1 | 6% | 4% | 6% | 6% | 6% | 3% | 12%
COCCNC(=S)N/N=C(\C)c1ccc(O)cc1 | 9% | -8%[1.9 µM] | ? | -9% | -3% | -3% | -5%
O=S(=O)(c1ccc2ccccc2c1)N1C=CC(C(F)(F)F)=NCC1 | -3% | -2% | -3% | -2% | -13% | -16% | 9%
CN(C)CCCn1c(SCC(=O)N2CC(=O)Nc3ccccc32)nc2ccccc2c1=O | ? | -1%[10 µM] | 2% | 1% | 0% | 12% | ?
CC1CCN(CCCNC(=O)c2ccc3c(=O)n(Cc4ccc(Cl)cc4)c(=S)[nH]c3c2)CC1 | -9% | / | -8% | -1% | -11% | ? | /
c1ccc(CSc2nnc(-c3cccnc3)o2)cc1 | 7% | 3%[10 µM] | 6% | -6% | 4% | ? | 4%
COc1cc(/C=N/NC(=O)CCc2ccccc2)ccc1O | 1% | -2% | ? | -1% | -1% | ? | 5%
O=C1c2ccccc2CCC1C(O)c1ccccn1 (stereo not drawn) | 3% | -36% | 4% | 3% | -1% | -11% | -2%
O=C(O)c1ccc(CNCc2ccc(Cl)cc2Cl)cc1 | 2% | -17% | 4% | -1% | -1% | -10% | 10%
CC(C)c1cccc(C(C)C)c1NC(=O)CCl | 2% | 16% | -4% | 0% | 9% | 0% | -17%[46 µM]
COC(=O)C1=C(O)CSC1=Nc1ccc(C)cc1 | -2% | -19%[10 µM] | -3% | -1% | 4% | 9% | 4%
COc1ccccc1C(=O)Nc1c(C)cc(Br)cc1C | 0% | -120%[inhibitor] | -5% | 2% | -2% | -10% | -23%[46 µM]
OCCN1CCN(c2ncnc3c2sc2nc(N4CCOCC4)c4c(c23)CCC4)CC1 | -4% | 0%[0.074 µM] | -17% | 4% | -15% | 6% | ?
Cc1ccccc1NC(=O)C1CCN(S(=O)(=O)c2cccs2)CC1 | 0% | -3%[10 µM] | 23% | -5% | -9% | -16%[9.22 µM] | /
COC(=O)c1ccc(N2CCN(C)CC2)c(NC(=O)c2cc3ccccc3o2)c1 | 5% | -11% | -13% | 14% | -1% | 11% | -1%
CC(C)CC(=O)N1CCN(Cc2cccc(F)c2)CC1 | 2% | 3% | -1% | 1% | 0% | -4% | -9%
